# A549 viability = counter-screen for Nrf2 inhibitors: cytotoxicity in A549 cells; A549 ARE-Fluc cells, CellTiter-Fluor viability, 18-24 h; Potency, µM (series often up to 46 µM), without a hit: at the top dose activity change, negative = cytotoxicity, most hits filed as inhibitors; 390,000 compounds, 0.16% hits; AID 504648; further: potency means the concentration at half of the fitted maximal effect; on the % scale 0 is the no-effect control and ±100 the full control effect
#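 A549 ARE-Fluc cells in 5% FBS OPTI-MEM, 5000 cells/well, rested 2 h then exposed to compounds in concentration-response for 18-24 h at 37 °C. Viability by CellTiter-Fluor fluorescence (Ex 405/Em 525) after 30 min; luciferase luminescence (BugLite, 15 min, RT) read afterwards.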
# TGFb SMAD3 inh = blocks TGF-b signaling; HepG2 CAGA-GFP TGF-b/SMAD3 reporter, GFP fluorescence, 18 h; TGF-beta stimulated, 500 pg/mL final; Potency, µM (doses to about 46.1 µM), for the others: at the top dose activity, negative = inhibition, most hits filed as inhibitors; 410,000 compounds, 1.2% hits; further: potency means the concentration at half of the fitted maximal effect; on the % scale 0 is the no-effect control and ±100 the full control effect; nearly all actives have a fitted effect of over 65% in size
#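 GFP signal (ex488/em500-530) from TGF-beta-stimulated HEPG2 CAGA-GFP cells, 500 pg/mL final, 18 h at 37 degrees C in DMEM plus 1% FBS, normalized to unstimulated and DMSO-stimulated controls.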
# Nrf2 activator = activators of Nrf2 (ARE) signaling; AREc32 ARE-luciferase reporter (MCF7-derived line), luminescence, 24 h; Potency, µM (titrated, usually from 46.1 µM), inactives show at the highest dose activation, hits mostly activators; 410,000 compounds, 0.31% hits; AID 624171; further: potency means the concentration at half of the fitted maximal effect; % of control where 0% means no effect; nearly all actives have a fitted effect of over 65% in size
#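 Luciferase luminescence (Steady-Glo, 30 min at room temperature) served as the read-out of ARE activation in AREc32 cells treated with compounds for 24 hr at 37 deg C.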
# EPAC2 ag = activates human EPAC2 exchange factor | Potency, µM (top dose mostly 154 µM), for inactives: at the top dose activation, usual class: activators | 360,000 compounds, 0.079% hits | AID 720711 | Q8WZA2 | EPAC2 activation, biochemical qHTS; response scale: 100% = 6.5 mM cAMP response; further: potency means the concentration at half of the fitted maximal effect; nearly all actives have a fitted effect of over 50% in size
# Target sequence (Q8WZA2 whole entry, looked up): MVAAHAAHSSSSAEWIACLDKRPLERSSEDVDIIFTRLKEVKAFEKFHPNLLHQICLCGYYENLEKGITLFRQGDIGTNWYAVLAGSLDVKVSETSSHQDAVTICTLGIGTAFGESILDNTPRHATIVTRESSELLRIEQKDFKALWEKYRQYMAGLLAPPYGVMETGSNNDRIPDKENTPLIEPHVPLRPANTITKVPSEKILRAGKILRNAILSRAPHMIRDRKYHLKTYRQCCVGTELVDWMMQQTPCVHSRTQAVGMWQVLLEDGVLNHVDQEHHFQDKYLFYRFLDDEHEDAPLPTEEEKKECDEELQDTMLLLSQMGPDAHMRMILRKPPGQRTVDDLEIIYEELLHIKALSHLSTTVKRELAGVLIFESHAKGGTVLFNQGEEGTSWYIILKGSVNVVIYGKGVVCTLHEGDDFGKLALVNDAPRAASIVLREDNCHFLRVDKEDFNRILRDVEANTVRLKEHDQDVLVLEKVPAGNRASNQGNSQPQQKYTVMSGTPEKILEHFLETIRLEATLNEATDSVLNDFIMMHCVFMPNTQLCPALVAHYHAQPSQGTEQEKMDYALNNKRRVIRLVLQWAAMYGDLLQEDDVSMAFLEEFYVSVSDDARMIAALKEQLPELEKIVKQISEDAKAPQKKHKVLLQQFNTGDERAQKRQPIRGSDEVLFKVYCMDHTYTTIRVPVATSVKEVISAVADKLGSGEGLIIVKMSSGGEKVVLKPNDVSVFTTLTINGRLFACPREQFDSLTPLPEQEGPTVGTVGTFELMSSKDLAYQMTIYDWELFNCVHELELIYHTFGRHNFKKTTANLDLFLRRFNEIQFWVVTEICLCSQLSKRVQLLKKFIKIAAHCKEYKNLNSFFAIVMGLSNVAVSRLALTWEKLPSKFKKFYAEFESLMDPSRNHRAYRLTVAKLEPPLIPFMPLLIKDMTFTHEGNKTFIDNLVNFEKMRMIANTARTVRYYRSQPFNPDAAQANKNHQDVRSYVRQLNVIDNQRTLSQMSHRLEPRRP
#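 Compounds were added across a concentration range to EPAC2 (100 nM), RAP1B-BODIPY-GDP (250 nM) and GDP (50 uM). After 5 min at room temperature, fluorescence was recorded at 5-min intervals for 30 min.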
# Nrf2 inh = Nrf2 pathway inhibition; A549 ARE-Fluc reporter, luciferase luminescence, 18-24 h; Potency, µM (titrated, usually from 46 µM), inactives show top-dose activity change, negative = inhibition, most hits filed as inhibitors; 360,000 compounds, 2.1% hits; AID 504444; further: potency means the concentration at half of the fitted maximal effect; on the % scale 0 is the no-effect control and ±100 the full control effect; nearly all actives have a fitted effect of over 60% in size
#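 Two sequential reads on A549 ARE_Fluc cells exposed to compound for 18-24 h: a CellTiter-Fluor fluorescence read for viability, then a luciferase luminescence read for Nrf2/ARE activity.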
# MmCpn inh = M. maripaludis TRiC chaperonin inhibition; purified Mm-Cpn ATPase, ADP Transcreener TR-FRET; Potency, µM (titrated, usually from 76.9 µM), without a hit: at the top dose activity, negative = inhibition, usual class: inhibitors; 330,000 compounds, 0.031% hits; further: potency means the concentration at half of the fitted maximal effect; on the % scale 0 is the no-effect control and ±100 the full control effect; nearly all actives have a fitted effect of over 80% in size
#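 ATPase turnover read by TR-FRET ADP competition (Eu cryptate antibody/ADP-d2, 665/590 nm): 10uM ATP final, 25nM Mm-CPN final, 30 min 37degC after 10-min compound preincubation, pH 7.4 Tris/KCl/MgCl2/DTT buffer.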
# EPAC2 antag = blocks human EPAC2 exchange factor | Potency, µM (highest dose often 114 µM), for the others: top-dose activity, negative = inhibition, most hits filed as inhibitors | EPAC2 GEF exchange of Rap1B-BODIPY-GDP, fluorescence | 360,000 compounds, 0.18% hits | AID 720708; further: potency means the concentration at half of the fitted maximal effect; on the % scale 0 is the no-effect control and ±100 the full control effect; nearly all actives have a fitted effect of over 45% in size; many of its hits are not listed in these tables
# Akt phos inh = blocks phosphorylation of Akt | Neuro2A IGF-stimulated pAkt S473 HTRF, 20 min; active compounds read low | activity change, % for hits at 50 µM | 360,000 compounds, 0.32% hits | AID 651550; in the data active means activity change below about -80%; inconclusive means mostly about -51% to -80%; further: on the % scale 0 is the no-effect control and ±100 the full control effect
#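 Single-point screen (50 µM final compound) in Neuro2A cells stimulated 20 min with 6 nM IGF at 37 deg C. After lysis, Ser473-phosphorylated Akt read by HTRF (ex 330 nm, em 615/665 nm) as the 665/615 ratio.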
# CCT chaperon mod = changes cytosolic chaperonin activity | purified chaperonin ATPase assay, HTRF ADP detection, 30 min | activity change, % (concentration not given with the values), hits read low | AID 651819 | 360,000 compounds, 0.3% hits; in the data active means activity change below about -30%; further: on the % scale 0 is the no-effect control and ±100 the full control effect
#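 Enzyme 40 or 20 nM (batch-dependent) in Tris pH 7.4/KCl/MgCl2/DTT; cpd 76 uM single point; ATP 10 uM; 30 min 37 °C; Transcreener ADP HTRF detection, 30 min RT; ratio 665/615.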
# An asterisk follows results filed as active; i = inactive; ? = inconclusive; nt = no result given; [ ] = remark or other dose. Unless noted, the call rests on the fitted dose curve; in most records, active means well fitted curve in the direction sought with a large enough effect; inconclusive means small, poorly fitted or top-dose-only effect, or another doubt; inactive means no such curve, though single readings can be large; an effect the other way counts as inactive or inconclusive. Not all compounds are listed; the hit share may differ from the screen's.
SMILES,A549 viability,TGFb SMAD3 inh,Nrf2 activator,EPAC2 ag,Nrf2 inh,MmCpn inh,EPAC2 antag,Akt phos inh,CCT chaperon mod
OC(COc1ccc(C2C=CCC2)cc1)CN1CCCCC1 (stereo not given),-18%,7%,-0.1%,10%,8%,0%,-8%,i,-3.4
O=C(O)CC1(CC(=O)NCc2ccc(-c3cccs3)cc2)CCCCC1,-12%,-1%,-2.0%,-3%,-19%,0%,5%,i,-1.0
CCC1(C(=O)O)NC(c2cccc(OC)c2O)C2C(=O)N(c3ccccc3)C(=O)C21 (stereo not given),1%,0%,0.3%,2%,2%,0%,-2%,i,-1.5
COC(=O)c1nnn(-c2cccc(Cl)c2)c1C(=O)OC,-10%,0%,0.0%,1%,-9%,2%,4%,i,1.0
COC(=O)Cn1c(CN2CCc3ccccc3C2)nc2c1c(=O)n(C)c(=O)n2C,-6%,-8%,0.8%,5%,11%,0%,9%,i,2.0
COc1ccc(NC(=O)N(Cc2cc3cc(OC)c(OC)cc3[nH]c2=O)CC2CCCO2)cc1 (stereo not given),9%,-4%,5.7%,0%,19%,-3%,-18%,i,1.3
CCS(=O)(=O)c1ccc(O)c(NC(=O)COc2ccccc2)c1,5%,-7%,0.5%,-8%,27%,1%,12%,i,-2.3
Cc1cc(C)n(CCc2nc(-c3cccs3)cs2)n1,9%,-24%,6.5%,17%,6%,0%,0%,i,0.2
Cc1ccc(C)c(OCCCC(=O)NC2CCCCC2)c1,1%,?,0.0%,-1%,-25%,-1%,2%,i,-4.9
COc1ccc(-c2cc(C(F)(F)F)c(C#N)c(SCC(=O)O)n2)cc1,-11%,19%,3.1%,-2%,-7%,1%,0%,i,1.8
O=[N+]([O-])c1ccc(CP(=O)(c2ccccc2)c2ccccc2)cc1,10%,-1%,0.4%,7%,1%,1%,1%,i,0.6
O=C(c1ccc2c(Cl)c3c(nc2c1)CCCC3)N1CCN(c2ccccc2)CC1,14%,-16%,-2.2%,nt,18%,nt,nt,nt,nt
COc1ccc(C(=O)Nc2ccccc2C(=O)NCCN2CCOCC2)cc1,-5%,13%,-0.9%,7%,-7%,-1%,-1%,i,1.0
CCOC(=O)c1cc(CC)sc1NC(=O)CN1CCN(C(=O)c2ccco2)CC1,?,-14%,3.7%,-3%,21µM*,-6%,-28%,i,0.3
CC(=O)Nc1ccc(S(=O)(=O)N2CCC(NC(=O)c3ccco3)CC2)cc1,-5%,-1%,-0.1%,6%,8%,-1%,14%,i,-1.3
Cc1ccc(CN2CCN(/N=C/C(Br)=C\c3ccccc3)CC2)cc1,-1%,?,23%,14%,-30%,1%,-3%,i,0.4
COc1cccc(N2[C@@H](CC(C)=O)c3cc(C(F)(F)F)ccc3S2(=O)=O)c1,3%,?,15%,9%,7%,nt,-16%,i,-0.1
Cc1ccc(-c2cccc(OC(=O)c3ccccc3F)c2)cc1,7%,14%,0.0%,2%,27%,2%,4%,i,0.1
CCc1ccc(CNC(=O)CCn2ccc3cc(S(=O)(=O)N4CCCC4)ccc32)cc1,0%,-7%,3.7%,4%,6%,-1%,2%,i,0.4
S=c1[nH]nc(-c2ccncc2)n1/N=C/C=C/c1ccco1,0%,1%,?,11%,9%,-6%,4%,i,-0.6

# Structural class: the entries above containing a furan ring, fused or not
SMILES,A549 viability,TGFb SMAD3 inh,Nrf2 activator,EPAC2 ag,Nrf2 inh,MmCpn inh,EPAC2 antag,Akt phos inh,CCT chaperon mod
CCOC(=O)c1cc(CC)sc1NC(=O)CN1CCN(C(=O)c2ccco2)CC1,?,-14%,3.7%,-3%,21µM*,-6%,-28%,i,0.3
CC(=O)Nc1ccc(S(=O)(=O)N2CCC(NC(=O)c3ccco3)CC2)cc1,-5%,-1%,-0.1%,6%,8%,-1%,14%,i,-1.3
S=c1[nH]nc(-c2ccncc2)n1/N=C/C=C/c1ccco1,0%,1%,?,11%,9%,-6%,4%,i,-0.6

# Next compounds
SMILES,A549 viability,TGFb SMAD3 inh,Nrf2 activator,EPAC2 ag,Nrf2 inh,MmCpn inh,EPAC2 antag,Akt phos inh,CCT chaperon mod
O=C(COc1ccc2ccc(=O)oc2c1)Nc1ccc2c(c1)OCCO2,nt,-10%,3.0%,6%,-17%,-1%,1%,i,-1.1
O=C(N/N=C/c1ccc(OC(=O)c2ccccc2Cl)cc1)c1cc(O)cc(O)c1,1%,11%,-0.4%,24%,6.5µM*,0%,-19%,i,-5.0
COc1ccc(S(=O)(=O)Nc2ccccn2)cc1OC,0%,20%,0.0%,4%,-21%,1%,-5%,i,-2.4
COc1ccc(/C=C/C(=O)c2cc(F)ccc2OC(=O)c2ccccc2C)cc1OC,-5%,?,?,13%,16%,-1%,-2%,i,-0.2
COc1ccccc1NS(=O)(=O)c1cccc(C(=O)NN=C2CCCC2)c1,1%,3%,-1.0%,-6%,10%,-5%,6%,i,-1.8
Cc1ccc(S(=O)(=O)N(C)C)cc1NC(=O)COC(=O)Cc1n[nH]c(=O)c2ccccc12,-3%,3%,0.2%,-6%,-22%,-10%,5%,i,0.7
Cc1ccc(CNS(=O)(=O)CCNC(=O)c2ccccc2)cc1,-3%,5%,2.2%,-2%,-9%,-1%,-5%,i,-1.7
CSc1ccccc1NC(=O)CCS(=O)(=O)c1nc(-c2ccc3c(c2)OCO3)cc(C(F)(F)F)n1,1%,16µM*,7.6%,nt,-4%[9.27 µM],nt,nt,nt,nt
O=C(Nc1ccc(Cl)c(C(F)(F)F)c1)c1cc2nc(-c3ccc4c(c3)OCO4)cc(C(F)(F)F)n2n1,3%,9%,-1.1%,nt,10%,nt,nt,nt,nt
CC(NC(=O)C1C(=O)N(CCO)C2(C)CC1c1ccccc1O2)c1ccccc1 (stereo not given),2%,21%,0.1%,1%,5%,-1%,3%,i,0.8
COC(=O)CSc1nc2ncccc2[nH]1,-5%,4%,-0.8%,6%,10%,0%,0%,i,1.9
Cc1cccc(C(=O)NCCCn2ccnc2)c1C,3%,13%,0.4%,3%,3%,1%,0%,i,-0.1
CC(=O)c1cccc(NC(=O)c2cccc3c(-c4cccc(C(N)=O)c4)coc23)c1,nt,-5%,3.4%,-2%,nt,nt,-1%,i,1.7
CC1(C)OC(=O)C(=CNc2ccc(F)cc2)C(=O)O1,7%,2%,-0.1%,5%,?,-1%,-4%,i,-4.0
Cc1ccc(-c2nc3c(c(=O)[nH]c(=O)n3Cc3ccccc3)n2C)o1,-2%,-8%,0.0%,-4%,-16%,2%,-1%,i,-0.7
Cc1ccc(C(=O)NC(NC(=S)Nc2ccc(S(N)(=O)=O)cc2)C(Cl)(Cl)Cl)cc1 (stereo not given),-6%,4%,2.6%,-4%,-4%,1%,-9%,i,-3.6
O=C(Nc1cccnc1)c1cccc(-c2cc3ccccc3oc2=O)c1,0%,-8%,23%,5%,100%,-1%,-10%,i,-0.1
COc1ccc(Cl)cc1C(=O)Nc1ccc2nc3n(c(=O)c2c1)CCCC3,-11%,0%,2.3%,-4%,-29%,-4%,1%,i,2.4
COC(=O)C1CCN(C(=O)c2cc3ccccc3oc2=O)CC1,4%,16%,2.5%,7%,nt,-1%,1%,i,-1.6
Cc1ccc2oc(C(=O)Nc3ccc(S(=O)(=O)Nc4ncccn4)cc3)cc(=O)c2c1,13%,-4%,-0.8%,nt,21%,nt,nt,nt,nt
CCNC(=O)c1cc2c(c(-c3cccc(-c4cccnc4)c3)n1)[C@H](CCO)N(S(C)(=O)=O)C2,nt,nt,-0.7%,4%,nt,nt,10%,i,-1.7
COc1cc(C(=O)OCc2cc(=O)n3ccsc3n2)ccc1OC(C)C,-5%,?,2.5%,0%,?,-1%,13%,i,0.1
N/C(=N\c1nc(CSc2ccc(Cl)cc2)cc(=O)[nH]1)Nc1cccc2ccccc12,12%,8%,3.0%,7%,6%,-1%,13%,i,0.4
COc1ccc(Cn2c(=S)[nH]c3ccccc32)cc1,0%,0%,0.1%,-10%,7%,-1%,-8%,i,2.2
C#CCNC(=O)C[C@@H]1C[C@@]2(C(=O)OC)CCCCC=C2N(Cc2ccccc2)C1=O,nt,nt,0.2%,6%,nt,nt,3%,i,-1.3
COc1ccc(C2C=CC(=O)CC2)c(OC)c1 (stereo not given),nt,nt,?,2%,nt,nt,-9%,i,0.0
COc1cccc(C(=O)OCC(=O)Nc2ccc(N3CCOCC3)cc2)c1,2%,2%,-0.2%,6%,9%,-3%,8%,i,-1.0
Cc1onc(-c2ccccc2Cl)c1C(=O)N[C@@H](C)c1ccccc1,1%,0%,0.4%,6%,3%,nt,-13%,i,-3.3
CCCn1nnc(NC(=O)c2ccc([N+](=O)[O-])cc2Cl)n1,3%,-1%,4.2%,4%,?,1%,6%,i,2.2
CSc1ccc(CCNC(=O)c2csc3c2CCCCC3)cc1,-7%,-11%,2.8%,nt,5%,nt,nt,nt,nt
Cc1ccc(NC(=O)COc2ncnc3ccccc23)cc1S(=O)(=O)N1CCOCC1,-1%,15%,1.7%,6%,4%,3%,9%,i,1.6
CN(c1ccccc1)S(=O)(=O)c1cccc(C(=O)Nc2ncn[nH]2)c1,0%,-2%,0.1%,5%,4%,2%,-1%,i,-0.6
O=C(CSc1nnc(-c2ccccc2)n1Cc1ccccc1)NNC(=O)c1ccccc1O,15%,-8%,-0.9%,-9%,?,4%,6%,i,0.2
Cc1cc(N2CCN(c3ccc(F)cc3)CC2)n2cnnc2n1,0%,?,-0.6%,nt,-14%,nt,nt,nt,nt
Cc1cc2nc(CCN(Cc3cccnc3)C(=S)Nc3ccccc3)[nH]c2cc1C,-1%,?,2.1%,9%,7%,1%,-7%,i,-0.8

# Screening data from PubChem.
